GIRK2 activator – activators of NPY4-receptor-primed GIRK2 channels, summary, cell-based, HEK293, thallium flux. G protein-activated inward rectifier potassium channel 2 (Homo sapiens), P48051. HEK293 GIRK2/NPY4 cells, thallium flux fluorescence. activation (% efficacy), % for hits at 37.5 µM. 34,000 tested, under 10 active. AID 1259324, 2017;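 active = primary screen hit, no activity in plain HEK293 cells, and in GIRK2-only cells above 5% efficacy rising with concentration; inactive = the rest, including fluorescent compounds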;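 note: efficacy is normalized control-subtracted fluorescence 15 s after thallium addition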
Target sequence (P48051 whole entry, looked up): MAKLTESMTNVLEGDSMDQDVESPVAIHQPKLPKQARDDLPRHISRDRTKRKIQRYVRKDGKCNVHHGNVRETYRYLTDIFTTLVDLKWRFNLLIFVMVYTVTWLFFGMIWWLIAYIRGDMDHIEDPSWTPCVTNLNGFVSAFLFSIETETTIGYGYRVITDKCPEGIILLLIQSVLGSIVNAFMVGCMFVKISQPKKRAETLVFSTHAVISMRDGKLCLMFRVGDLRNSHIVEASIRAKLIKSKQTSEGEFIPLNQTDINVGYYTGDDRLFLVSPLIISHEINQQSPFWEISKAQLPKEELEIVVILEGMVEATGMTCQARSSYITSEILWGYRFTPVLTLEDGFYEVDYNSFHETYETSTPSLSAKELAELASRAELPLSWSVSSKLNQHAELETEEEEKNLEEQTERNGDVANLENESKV
Calls only; i = inactive. Not all compounds are listed; count on the stated rates, not on these rows.

SMILES	GIRK2 activator
CCc1ccc(S(=O)(=O)N2CCN(c3ccc(-c4ccc(Cl)cc4)nn3)CC2)s1	i
CCn1nnc2c(N3CCC(Cc4ccccc4)CC3)ncnc21	i
COc1ccc(-c2cc(CC(=O)Nc3cc(C)on3)no2)cc1OC	i
O=C(NCC1CCN(C(=O)Oc2ccccc2)CC1)C(=O)Nc1cccc(C(F)(F)F)c1	i
O=C1OC2CC1N(C(=O)Cn1c(=O)oc3ccccc31)C2 (stereo not drawn)	i
c1coc(-c2nnc(-c3c[nH]c4ccccc34)o2)c1	i
Cc1cccn2c(=O)c3cc(C(=O)NCCCn4ccnc4)n(Cc4ccccc4)c3nc12	i
COCCn1c(=NC(=O)c2ccn(C)n2)sc2cc(SC)ccc21	i
CCc1ccc(S(=O)(=O)Nc2ccc(Nc3cc(-n4ccnc4)nc(C)n3)cc2)cc1	i
O=C(NCCCn1nc(-c2ccccc2)ccc1=O)c1ccc2c(c1)OCO2	i
O=C(Cn1cc(-c2nc(-c3cccs3)no2)ccc1=O)NC1CCCCC1	i
Cn1cccc1C(CNC(=O)c1ccc(C(C)(C)C)cc1)N1CCCC1 (stereo not drawn)	i
CCOC(=O)Nc1nc(CC(=O)NCc2ccc(Cl)cc2)cs1	i
COCCN1CCC(CNC(=O)c2ccc(C#N)cc2)CC1	i
COc1ccc(-c2nnc(NC(=O)c3ccc(OC(C)C)cc3)o2)cc1OC	i
Cc1ccc(NC(=O)NCCn2nc(-c3ccccc3)n(C)c2=O)cc1C	i
CC1CCc2c(sc(NC(=O)CCCOc3ccccc3)c2C(N)=O)C1 (stereo not drawn)	i
O=C(NCc1ccc(Cl)cc1)C(=O)NCC1CCN(C(=O)c2cccnc2)CC1	i
O=C(Cn1nc(-c2ccco2)c2sc(N3CCOCC3)nc2c1=O)OCc1ccccc1	i
CCC(C)(C)OCC(O)CN1CCc2cc(OC)c(OC)cc2C1 (stereo not drawn)	i
CC(=O)Nc1ccc(NC(=O)CCCn2nc(-c3ccc(Cl)cc3)ccc2=O)cc1	i
O=C(Nc1nnc(Cc2ccc(Cl)s2)o1)C1COc2ccccc2O1 (stereo not drawn)	i
O=C(NCC(O)Cc1ccccc1)c1c(F)cccc1F (stereo not drawn)	i
NC(=O)C1Cc2ccccc2N1C(=O)CSCc1ccccc1 (stereo not drawn)	i
CSc1ccccc1CN1CCC(CNC(=O)C(=O)Nc2ccc(OC(F)(F)F)cc2)CC1	i
CS(=O)(=O)N1CCC(CNC(=O)NCCc2ccccc2)CC1	i
COc1ccc(C(=O)Nc2ccc3c(c2)N(C(=O)C2CCCO2)CC3)cc1OC (stereo not drawn)	i
Cn1ccnc1N1CCN(C(=O)Cc2cccc3ccccc23)CC1	i
CCc1nnsc1C(=O)Nc1c(C(=O)Nc2ccc(OC)cc2)oc2ccccc12	i
Cn1c(-c2ccccn2)nn(CCNC(=O)C(C)(C)Oc2ccc(Cl)cc2)c1=O	i
CC(C)(C)NC(=O)N1CCC(CNC(=O)Cc2ccccc2Cl)CC1	i
COc1ccc(NC(=O)C(=O)NCC2CCN(C)CC2)cc1Cl	i
CCOC(=O)CCC(=O)Nc1ccc2c(c1)CN(C(=O)c1cccs1)CC2	i
COc1cc2c(cc1OC)CN(CCC(=O)O)CC2	i
C=CCNC(=O)C(=O)Nc1c2c(nn1-c1ccc(C)cc1C)CS(=O)(=O)C2	i
CC1(C)CS(=O)(=O)N(c2ccc(Cl)c(C(=O)NCc3cccnc3)c2)C1=O	i
CCOc1ccc(OCC(=O)N2CCN(c3nccn3CC)CC2)cc1	i
COc1cccc(-c2noc(CSc3nc4cc5c(cc4c(=O)n3Cc3ccco3)OCO5)n2)c1	i
CCOC(=O)C1CCCN(C(=O)C2CN(C(=O)c3c[nH]c4ccccc34)C2)C1 (stereo not drawn)	i
Cc1ccc(CNC(=O)CCc2csc(NS(=O)(=O)c3ccc(F)cc3)n2)cc1	i
O=C1CCC(C(=O)N2CCN(c3ccc(-c4ccc5c(c4)OCO5)nn3)CC2)N1 (stereo not drawn)	i
Cn1ccc(C(=O)Nc2nnc(-c3ccc(F)cc3)o2)n1	i
COc1ccc2nc(-c3ccc(C)c(NS(=O)(=O)c4ccccc4F)c3)cn2n1	i
CC(=O)Nc1ccc(S(=O)(=O)NCCNc2ccc(Nc3cccc(C)n3)nn2)cc1	i
COc1ccc(S(=O)(=O)Nc2ccc(OC)c(N3CCCC3=O)c2)cc1OC	i
CCOC(=O)N1CCC(NC(=O)C(=O)Nc2ccc(OC)c(Cl)c2)CC1	i
COc1ccccc1-c1cnn2c(N3CCN(c4cccc(C)n4)CC3)cc(C)nc12	i
COc1cc(C)c(C)cc1S(=O)(=O)NCC(O)(c1ccccc1)C1CC1 (stereo not drawn)	i
Cc1cc2ncn(S(=O)(=O)N3CCCCC3)c2cc1C	i
Cc1cccc(S(=O)(=O)NCCOc2ccc(-c3ccccc3)nn2)c1	i
The list continues.
SMILES	GIRK2 activator
Cn1c(-c2ccccn2)nn(CCNC(=O)Nc2ccccc2)c1=O	i
O=C(NCCN1CCOC(c2ccccc2)C1)C(=O)NC1CCCCCC1 (stereo not drawn)	i
CC(Oc1ccc2c(c1)OCO2)C(=O)Nc1cccc(-c2nc3cccnc3s2)c1 (stereo not drawn)	i
Cn1nc(NC(=O)C2COc3ccccc3O2)c2c1NC(=O)CC2c1ccco1 (stereo not drawn)	i
Cc1ccc(OCC(=O)Nc2nnc(-c3cc(C)nn3C)o2)cc1	i
COc1ccccc1NC(=O)C1CCCN(S(C)(=O)=O)C1 (stereo not drawn)	i
COc1ccc(-c2cc(CC(=O)Nc3cccc(Cl)c3C)no2)cc1OC	i
O=C(Nc1ccc2c(c1)N(C(=O)c1ccco1)CC2)c1ccc(Cl)cc1	i
CCCc1c(C(=O)NC2CCCCC2)nnn1-c1ccccc1	i
COc1cc(C(=O)Nc2ccc3c(c2)N(C(C)=O)CCC3)cc(OC)c1OC	i

3 compounds from above, sorted by heavy-atom count, smallest number first.
SMILES	GIRK2 activator
Cn1cccc1C(CNC(=O)c1ccc(C(C)(C)C)cc1)N1CCCC1 (stereo not drawn)	i
COc1ccc(S(=O)(=O)Nc2ccc(OC)c(N3CCCC3=O)c2)cc1OC	i
COc1ccc(C(=O)Nc2ccc3c(c2)N(C(=O)C2CCCO2)CC3)cc1OC (stereo not drawn)	i

(list continues)
SMILES	GIRK2 activator
O=C(CSc1nnc(CCn2ccc(=O)[nH]c2=O)o1)Nc1cccc(C(F)(F)F)c1	i
Cc1cc(C(=O)NCC(C)(O)c2ccc3c(c2)OCO3)c(C)o1 (stereo not drawn)	i
O=C(NCC1COC2(CCCCC2)O1)c1ccc(Cl)c([N+](=O)[O-])c1 (stereo not drawn)	i
O=C(c1ccc(Br)o1)N1CC(c2nc(-c3cccc(C(F)(F)F)c3)no2)C1	i
CN(Cc1ccccc1)C(=O)Cn1cnc(-c2ccccc2)cc1=O	i
CC(C)(C)NC(=O)N1CCC(CNC(=O)/C=C/c2ccco2)CC1	i
O=C(NCCOc1ccc(-c2cccs2)nn1)Nc1ccc(Cl)cc1	i
COc1cc(C(=O)Nc2ccccc2C(=O)NCC2CCCO2)cc(OC)c1OC (stereo not drawn)	i
COc1ccc(CCNC(=O)N2CCCSCC2CN2CCOCC2)cc1 (stereo not drawn)	i
O=C(N1CC(c2nc(-c3cccc(C(F)(F)F)c3)no2)C1)C1(c2cccs2)CCCC1	i
NC(=O)CN(CC(O)Cn1c2ccccc2c2ccccc21)S(=O)(=O)c1ccc(Cl)cc1 (stereo not drawn)	i
O=C(NCCS(=O)(=O)N1CCN(c2ccccn2)CC1)c1ccc(Cl)cc1Cl	i
CC(C)N(C(=O)CSc1ccc(NC(=O)C2CC2)nn1)C(C)C	i
CCCCN(C)S(=O)(=O)c1ccc(C(=O)Nc2cc(C)nn2C(C)C)cc1	i
COc1cc(C)c(Br)cc1S(=O)(=O)N1CCC(C(N)=O)CC1	i
O=c1ccc(-c2nc(-c3cnccn3)no2)cn1Cc1cc(=O)n2ccccc2n1	i
OC(COCCOc1ccccc1Br)CSc1ccccn1 (stereo not drawn)	i
CCOC(=O)C1CCCN(C(=O)c2cc3ccccc3oc2=O)C1 (stereo not drawn)	i
COc1ccccc1NC(=O)c1csc(NS(=O)(=O)c2ccccc2)n1	i
Cc1nnc2ccc(OCCNS(=O)(=O)c3ccc4c(c3)OCCO4)nn12	i

A section from the list above:
SMILES	GIRK2 activator
COc1cc(C)c(Br)cc1S(=O)(=O)N1CCC(C(N)=O)CC1	i
O=c1ccc(-c2nc(-c3cnccn3)no2)cn1Cc1cc(=O)n2ccccc2n1	i
OC(COCCOc1ccccc1Br)CSc1ccccn1 (stereo not drawn)	i
CCOC(=O)C1CCCN(C(=O)c2cc3ccccc3oc2=O)C1 (stereo not drawn)	i
COc1ccccc1NC(=O)c1csc(NS(=O)(=O)c2ccccc2)n1	i
Cc1nnc2ccc(OCCNS(=O)(=O)c3ccc4c(c3)OCCO4)nn12	i

New compounds follow:
SMILES	GIRK2 activator
CCC(CC)C(=O)NCCn1ncc2c(N3CCN(c4ccc(F)cc4)CC3)ncnc21	i
CCCCC(=O)NCCS(=O)(=O)N1CCN(c2ccccn2)CC1	i
COc1ccc(CC(=O)Nc2cc(C)nn2C2CCS(=O)(=O)C2)cc1 (stereo not drawn)	i
COc1ccccc1-c1cnn2c(N3CCN(CC#N)CC3)cc(C)nc12	i
Cc1ccc(N2CC(c3nc(-c4ccccc4)no3)CC2=O)cc1 (stereo not drawn)	i
C#CCn1c(=NC(=O)c2cc(C)no2)sc2cc(S(N)(=O)=O)ccc21	i
COc1ccc(CCNC(=O)NCC(O)C2CCCCC2)cc1 (stereo not drawn)	i
COCCN1CCC(CNC(=O)C(=O)Nc2cc(C)on2)CC1	i
O=C(Nc1ccc(F)c(Cl)c1)c1csc(NS(=O)(=O)c2cccs2)n1	i
COc1ccc(-c2ccc(C)c(NC(=O)CC(C)C)c2)nn1	i
CCN1CCN(c2oc(-c3ccc(S(=O)(=O)N4CCC(C)CC4)cc3)nc2C#N)CC1	i
COc1ccc2nc(-c3ccc(NC(=O)C(c4ccccc4)c4ccccc4)cc3)cn2n1	i
COc1ccc(C(=O)N2CCC3(CC2)NC(=O)N(CCc2ccccc2)C3=O)cc1OC	i
Cc1nc(-n2nc(-c3ccco3)cc2NC(=O)c2cc(=O)c3ccccc3o2)[nH]c(=O)c1C	i
COc1ccccc1OCC(=O)NCC1CCN(Cc2ccco2)CC1	i
COc1ccc(S(=O)(=O)Nc2nc(C(=O)N3CCCCC3)cs2)cc1	i
CSc1nn(CC(=O)Nc2ccc3c(c2)OCCO3)c(N)c1-c1nc(-c2ccccc2)no1	i
COc1ccc(Cc2nnc(C3CCN(C(=O)Cc4cccs4)CC3)s2)cc1	i
Cc1ccc(S(=O)(=O)N2CCCCC2CC(=O)NCc2ccccn2)cc1 (stereo not drawn)	i
CCOc1ccc(-c2ccc(=O)n(CCCC(=O)Nc3cc(C)ccc3C)n2)cc1	i
CC1CN(C)CCN1CC1CCN(C(=O)C2CCCC2)CC1 (stereo not drawn)	i
Cc1cc(C)c(NC(=O)C2(c3ccc(F)cc3)CC2)c(C)c1	i
COc1cccc(C(CNC(=O)c2ccc(Br)o2)N2CCOCC2)c1 (stereo not drawn)	i
Cn1c(=O)c2c(nc3n(CC(=O)O)c(-c4ccccc4)cn23)n(C)c1=O	i
CCNc1nn(CC(=O)Nc2cc(C)cc(C)c2)c(N)c1-c1nc(-c2ccccc2C)no1	i
COC(=O)c1ccc(CSc2c(C)cnc3c2c(=O)n(C)c(=O)n3C)o1	i
COc1ccccc1C1=NN(C(C)=O)C(c2ccc3nccnc3c2)C1 (stereo not drawn)	i
COc1ccccc1NC(=O)c1ccc(=O)n(Cc2ccccc2F)c1	i
CC(c1ccccc1)n1c(N2CCCC2)nc2c1c(=O)n(C)c(=O)n2C (stereo not drawn)	i
CSc1ccc(NC(=O)C2CC2)nn1	i
COc1ccc(C(=O)NCC2(c3cccs3)CCCC2)cc1OC	i
CS(=O)(=O)N1CCC(CNC(=O)C(=O)NCCc2ccccc2)CC1	i
O=C(CCCn1nc(-c2ccc(Cl)cc2)ccc1=O)Nc1ccccc1-c1ccccc1	i
c1ccc(-n2ncc3c(NCCc4cccs4)nnnc32)cc1	i
O=S(=O)(CCCOc1ccc2c(c1)OCO2)N1CCc2ccccc21	i
CCOc1nn(CC)cc1-c1nnc(SCC(=O)N2CCOCC2)n1CCOC	i
O=S(=O)(Cc1ccccc1)N1CCC(c2cccs2)CC1	i
COc1cc(NC(=O)Cn2c(=O)n(Cc3ccco3)c(=O)c3sc4ccccc4c32)cc(OC)c1	i
Cn1nnc2c(NCCC3=CCCCC3)ncnc21	i
CC(=O)Nc1ccc(NC(=O)C(=O)NCCCN2CCCC2=O)cc1	i
NC(=O)c1ccccc1NC(=O)C1CN(c2nc3c(F)cccc3s2)C1	i
COc1ccc(S(=O)(=O)NCC2CCN(Cc3ccco3)CC2)cc1F	i
CN(c1ccsc1C(=O)Nc1cccc(OC(F)(F)F)c1)S(=O)(=O)c1ccccc1	i
O=C1c2ccccc2C(=O)N1CCS(=O)(=O)N1CCN(c2ccccc2)CC1	i
CC(C)c1nnc(C2CCN(C(=O)Nc3cccs3)CC2)o1	i
COCC(C)NC(=O)c1cc2c(=O)n3cc(C)ccc3nc2n1C (stereo not drawn)	i

Grouped by structure, those above with a COOH group
SMILES	GIRK2 activator
COc1cc2c(cc1OC)CN(CCC(=O)O)CC2	i
Cn1c(=O)c2c(nc3n(CC(=O)O)c(-c4ccccc4)cn23)n(C)c1=O	i

Fetched by structure from the entries so far:
SMILES	GIRK2 activator
NC(=O)c1ccccc1NC(=O)C1CN(c2nc3c(F)cccc3s2)C1	i
O=C1c2ccccc2C(=O)N1CCS(=O)(=O)N1CCN(c2ccccc2)CC1	i
CC(C)c1nnc(C2CCN(C(=O)Nc3cccs3)CC2)o1	i
